# Bioassay records (PubChem BioAssay)
# 14-3-3g Raf – modulators of 14-3-3 gamma protein binding, primary screen, biochemical, fluorescence polarization; 14-3-3 protein gamma (Homo sapiens), P61981; FP, 14-3-3gamma / TMR-pS259-Raf peptide binding; inhibition, % at 40 µM; 160,000 tested, 0.19% active; AID 422, 2006; in the data active = inhibition above about 30%;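 note: 0% = protein plus tracer without compound and 100% = blank with tracer alone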
# Target sequence (P61981 whole entry, looked up): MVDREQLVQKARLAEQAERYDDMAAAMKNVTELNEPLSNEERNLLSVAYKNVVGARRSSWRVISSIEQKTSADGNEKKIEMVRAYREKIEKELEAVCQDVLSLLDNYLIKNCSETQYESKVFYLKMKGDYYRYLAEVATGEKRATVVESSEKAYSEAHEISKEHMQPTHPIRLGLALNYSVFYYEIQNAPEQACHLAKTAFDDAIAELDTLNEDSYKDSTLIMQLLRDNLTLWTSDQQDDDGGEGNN
# * = called active by the depositor; & = joins results of further samples. These rows are one share of the data (hit frequency here may not be typical).
# A first look:
14-3-3g Raf | molecule
-6.8 | Cc1cc2oc(C(=O)NC3CCS(=O)(=O)C3)c(C)c2cc1C (centres undefined)
-4.5 | COc1ccc2nc3oc(C(=O)NCc4ccccc4OC)cc3cc2c1
-0.3 | CCCCNC(=O)CSc1nnc(-c2ccco2)n1C
6.1 | CN(CC(=O)NCCCN1CCOCC1)S(=O)(=O)c1ccc(Br)cc1
-5.3&-8.4 | C=CCn1c(N2CCCCCC2)nc2c1c(=O)[nH]c(=O)n2C
2.5 | CC1=NN(c2ccccc2)C(=O)C1C(=O)c1ccc([N+](=O)[O-])cc1 (centres undefined)
2.6&-3.3 | OCCN1CCN(CCCN2c3ccccc3Sc3ccc(C(F)(F)F)cc32)CC1
-8.3 | CCc1nc(SCC(=O)Nc2nccs2)c2oc3ccccc3c2n1
-5.7 | CC1(C)CC(=O)C2=C(C1)NC(Nc1nc3ccccc3o1)=NC21CCCCC1
-2.9 | O=[N+]([O-])c1ccc(C=Nc2cccc3ccccc23)cc1
-1.4 | COCCCNS(=O)(=O)c1ccccc1
-3.0 | COc1ccc(-c2nnc(SC(C)C(=O)Nc3cccc(Cl)c3)o2)cc1 (centres undefined)
1.0 | COc1ccccc1C=C1CCCC2=C1Nc1nnnn1C2c1ccccc1OC (centres undefined)
-20.8 | CCOC(=O)C1=C(C)NC2=C(C(=O)CCC2)C1c1cccc(OC)c1OC (centres undefined)
4.3 | CC(=O)c1c(C)[nH]c(C(=O)OC2CCCCC2=O)c1C (centres undefined)

# The whole of this part, previewed entries included:
14-3-3g Raf | molecule
-6.8 | Cc1cc2oc(C(=O)NC3CCS(=O)(=O)C3)c(C)c2cc1C (centres undefined)
-4.5 | COc1ccc2nc3oc(C(=O)NCc4ccccc4OC)cc3cc2c1
-0.3 | CCCCNC(=O)CSc1nnc(-c2ccco2)n1C
6.1 | CN(CC(=O)NCCCN1CCOCC1)S(=O)(=O)c1ccc(Br)cc1
-5.3&-8.4 | C=CCn1c(N2CCCCCC2)nc2c1c(=O)[nH]c(=O)n2C
2.5 | CC1=NN(c2ccccc2)C(=O)C1C(=O)c1ccc([N+](=O)[O-])cc1 (centres undefined)
2.6&-3.3 | OCCN1CCN(CCCN2c3ccccc3Sc3ccc(C(F)(F)F)cc32)CC1
-8.3 | CCc1nc(SCC(=O)Nc2nccs2)c2oc3ccccc3c2n1
-5.7 | CC1(C)CC(=O)C2=C(C1)NC(Nc1nc3ccccc3o1)=NC21CCCCC1
-2.9 | O=[N+]([O-])c1ccc(C=Nc2cccc3ccccc23)cc1
-1.4 | COCCCNS(=O)(=O)c1ccccc1
-3.0 | COc1ccc(-c2nnc(SC(C)C(=O)Nc3cccc(Cl)c3)o2)cc1 (centres undefined)
1.0 | COc1ccccc1C=C1CCCC2=C1Nc1nnnn1C2c1ccccc1OC (centres undefined)
-20.8 | CCOC(=O)C1=C(C)NC2=C(C(=O)CCC2)C1c1cccc(OC)c1OC (centres undefined)
4.3 | CC(=O)c1c(C)[nH]c(C(=O)OC2CCCCC2=O)c1C (centres undefined)
-0.3 | CCOc1ccc(N2COc3cc(C)c(Cl)c(C)c3C2)cc1
-8.8 | CC(NC(=O)c1nn(C)c(=O)c2ccccc12)c1ccccc1 (centres undefined)
-7.5 | O=C(NCCOc1ccccc1F)c1cccc2ccccc12
-5.4 | COc1cc(C)c(S(=O)(=O)N2CCOCC2)cc1C(C)C
-15.5 | CCOc1ccc(N(C(C)C(N)=O)S(C)(=O)=O)cc1 (centres undefined)
-54.0 | O=C(O)CSc1ncnc2c1oc1ccccc12
-1.7 | O=C(O)Cn1c(-c2cscn2)nc2ccccc21
-36.0 | CCOC(=O)c1c(C)oc2ccc(N(C(=O)c3ccncc3)S(=O)(=O)c3ccc(F)cc3)cc12
-1.8 | Cc1ccc(Cn2c(CN3CCOCC3)nc3c2c(=O)n(C)c(=O)n3C)cc1
-9.6 | CCCCCCCCCCCCCCCC(=O)NCC(COP(=O)([O-])OCC[N+](C)(C)C)OCC (centres undefined)
-1.1 | O=C(Nc1nc2ccc3ccccc3c2s1)c1ccc(Br)cc1
5.4 | CCC(C)c1ccc(NC(=O)c2c(-c3ccccc3Cl)noc2C)cc1 (centres undefined)
1.5 | O=C(Nc1ccccc1)OCCOc1ccccc1
-9.0 | CC(C)c1ccc(Oc2ncnc3sc4c(c23)CCCC4)cc1
-4.5 | CCCCCn1c(=N)n(CC(O)COc2ccccc2OC)c2ccccc21 (centres undefined)
-3.5 | COc1ccc(C(=O)N2CCN(C(=O)c3ccc(F)cc3)CC2)cc1OC
8.3 | CC1CCCN(C(C(=O)Nc2ccc3c(c2)OCO3)c2ccccc2)C1 (centres undefined)
-2.0 | O=C(CN(CC1CCCO1)C(=O)CCC(=O)Nc1ccccn1)NCC1CCCO1 (centres undefined)
-1.1 | COc1ccccc1N(CC(=O)Nc1ccc(Cl)cc1C)S(C)(=O)=O
-9.7 | COc1cc2ccccc2cc1C(=O)Nc1ccccc1N1CCN(S(C)(=O)=O)CC1
-0.3 | CC(=O)c1ccc(NC(=O)c2ccc(Br)cc2)cc1
-4.5 | CC(C)(CC(=O)N1CC=C(c2ccccc2)CC1)CC1=NS(=O)(=O)c2ccccc2N1
-2.1 | Cc1ccc(C(=O)N2N=C(CCC(C)C)CC2(O)C(F)(F)F)cc1 (centres undefined)
-4.5 | CCCCCCn1c(=O)c(-c2nc3ccccc3c(=O)[nH]2)c(O)c2ccccc21
2.6 | CCOC(=O)CSc1nc2ccsc2c(=O)n1C1CCN(C(=O)OCC)CC1
-7.8 | Cc1ccc(C(C(=O)NCc2ccco2)N(C(=O)Cn2nnc3ccccc32)c2ccccc2)o1 (centres undefined)
3.7 | CN(Cc1cccc(F)c1)C(=O)c1ccc(S(=O)(=O)C(F)F)cc1
-1.5 | O=S(=O)(c1ccc(-c2ccc(S(=O)(=O)N3CCOCC3)cc2)cc1)N1CCOCC1
6.6 | C=C(C)c1cccc(C(C)(C)NC(=O)Nc2cc(OC)ccc2OC)c1
-5.8 | COc1ccc(CCNC(=O)CCn2c(=S)[nH]c3cc4c(cc3c2=O)OCO4)cc1OC
-16.0 | Cc1cccc(C2C=C(c3ccc(Cl)cc3)Nc3nc4ccccc4n32)c1 (centres undefined)
0.7 | COc1ccccc1NC(=O)C1=C(C)NC(=S)NC1c1ccc(N(C)C)cc1 (centres undefined)
-7.3 | Cc1ccccc1N1CCN(CC(=O)Nc2ccc(F)cc2)CC1
-8.3 | CCOC(=O)c1sc2nc(SCC(=O)c3ccccc3)n(Cc3cccs3)c(=O)c2c1C
-21.9 | Cc1ccc(S(=O)(=O)/C(C#N)=C/c2c(N3CCN(C)CC3)nc3c(C)cccn3c2=O)cc1

# (next part)
14-3-3g Raf | molecule
-70.0 | CCN(CC)CCCNc1cc(C(F)(F)F)c(C#N)c2nc3ccccc3n12
-10.7 | Nc1cc(=O)[nH]c(SCc2nnc(-c3ccccc3)o2)n1
1.0 | Cc1[nH]nc2c1C(c1ccc(Br)cc1)C1=C(CC(C)(C)CC1=O)N2 (centres undefined)
-11.8 | CC1Cc2nc(SCC(=O)NCCc3ccccc3)n(Cc3ccccc3)c(=O)c2S1 (centres undefined)
4.6 | CCOc1ccc(C=Cc2nc3ccccc3[nH]2)cc1
-5.5 | O=C(CC(NCc1cccnc1)C(=O)O)Nc1ccccc1 (centres undefined)
-5.9 | CCOC(=O)C1=C(c2ccccc2)NC(=S)NC1c1ccc(C)cc1 (centres undefined)
-8.0 | O=C(NCC(=O)N(Cc1ccco1)C(C(=O)NC1CCCCC1)c1cccnc1)c1ccco1 (centres undefined)
-1.2 | CCc1ccccc1NC(=O)c1cc2c(CO)cnc(C)c2oc1=Nc1cc(C)cc(C)c1
-6.5 | CCc1ccc(OCC(=O)Nc2c(C)ccc3nsnc23)cc1
-0.3 | Cc1nnc2ccc(N3CCC(C(N)=O)(N4CCCCC4)CC3)nn12
-2.6 | COc1ccc(OCC(O)CN2CCCCC2)cc1 (centres undefined)
2.3 | CCOCCOC(=O)c1[nH]c2c(c1C)C(=O)CC(c1ccc(N(C)C)cc1)C2 (centres undefined)
-7.7 | Cc1ccc(C)c(CN2C(=O)CSc3ccc(C(=O)NC4CCCC4)cc32)c1
2.3 | CC1CCCCN1C(=O)Cn1c(=O)n(-c2ccccc2)c(=O)c2c3c(sc21)CCC3 (centres undefined)
-10.4 | COc1ccc(NC(=O)COc2ccc(Br)cc2C(C)(C)C)cc1
0.6 | COc1cc(C2c3sc(=O)[nH]c3SC3C4CCC(C4)C23)ccc1O (centres undefined)
-2.5 | Cc1ccc(S(=O)(=O)N2CCN(C(=O)CCC(=O)OCC(=O)Nc3cccc(C#N)c3)CC2)cc1
-2.6 | Cc1nnc(N2C(=O)C(=O)/C(=C(/O)c3ccc(F)cc3)C2c2ccc(C(C)(C)C)cc2)s1 (centres undefined)
0.7 | N#CCCN(CCc1ccccc1)S(=O)(=O)c1ccc(-c2ccc([N+](=O)[O-])cc2)cc1
4.2 | Clc1ccc(-n2ncc3c(Nc4cccc5c4CCCC5)ncnc32)cc1
-0.5 | CCCCN(CC)CCCNC(=O)c1cc2c(=O)n(C)c3ccccc3c2n1C
-3.5 | COc1ccc(-c2noc(CCC(=O)NCc3ccccc3OC)n2)cc1
-2.6 | CCOc1cccc2c1NC(C)(C)C(=S)C2=C1SC(C(=O)OC)=C(C(=O)OC)S1
1.8 | O=C1CCCC2=C1C1(CCCCC1)N=C(Nc1nc3ccccc3s1)N2

# Pulled one by one from above, two records:
14-3-3g Raf | molecule
1.8 | O=C1CCCC2=C1C1(CCCCC1)N=C(Nc1nc3ccccc3s1)N2
-2.5 | Cc1ccc(S(=O)(=O)N2CCN(C(=O)CCC(=O)OCC(=O)Nc3cccc(C#N)c3)CC2)cc1

# Additional results follow.
14-3-3g Raf | molecule
-4.3 | O=C(Cn1c(=O)n(-c2ccccc2)c(=O)c2sccc21)NCCC1=CCCCC1
-7.9 | Cc1ccccc1-n1nc(C)c2cc(C(=O)N3CCOCC3)sc21
0.2 | CC(CN1C(C)CCCC1C)OC(=O)c1ccc(Br)cc1 (centres undefined)
-4.7 | CC(Nc1ncnc(N)c1[N+](=O)[O-])c1ccccc1 (centres undefined)
-3.3 | CCOc1ccc(N2C(=O)c3ccccc3NC2c2ccc(N(C)C)cc2)cc1 (centres undefined)
2.9&8.3 | CCCOc1ccc(N2C(=O)CC(N3CCN(C(=O)c4ccco4)CC3)C2=O)cc1 (centres undefined)
-0.1 | COc1ccc(C2NC(=S)NC(C)=C2C(=O)Nc2ccc(Cl)cc2)cc1OC (centres undefined)
-8.0 | Cc1ccccc1-n1c2nc(=O)n(C)c(=O)c-2cc2ccccc21
6.4 | COc1ccc(Cl)cc1NC(=O)CN(Cc1ccccc1)S(=O)(=O)c1ccccc1
6.9 | CC(=O)Nc1cccc(N=Cc2cc(Br)cc(C)c2O)c1
-3.1 | O=C1Nc2c(c3ccccc3oc2=O)Nc2ccccc21
-5.2 | Cc1ccc(C2OC3(C(=O)c4ccccc4C3=O)C3C(=O)N(c4ccccc4F)C(=O)C23)cc1 (centres undefined)
-6.3 | c1cncc(-c2nc(N3CCCCCC3)c3ccccc3n2)c1
1.0 | Cc1ccc(NC(=O)CC2SC(N)=NC2=O)c(Br)c1 (centres undefined)
-112.9 | Cc1[nH]nc(SCC(=O)N2C(C)CCCC2C)c1[N+](=O)[O-] (centres undefined)
1.4 | COCCCNC(=O)c1cn(C)c(=O)c2ccccc12
9.8 | O=C1c2ccccc2C(=O)N1OCc1ccccc1
0.8 | CCOC(=O)N1CCN(C(=O)Cn2nc(C)c3sc4ccccc4c3c2=O)CC1
-5.3 | Nc1nnc(SCC(=O)Nc2ccc(F)c(Cl)c2)n1-c1ccccc1
-6.4 | Cc1ccc(-n2nc3c(c2NC(=O)c2ccccc2Br)CSC3)c(C)c1
6.0 | CN(c1ccccc1C(=O)Nc1ccc2c(c1)OCO2)S(C)(=O)=O
0.4 | O=C(NC1CCCCC1)N1CCN(C2CCCCC2)CC1
-18.5 | O=C(Nc1ccccc1C(F)(F)F)c1ccc(-c2cccc([N+](=O)[O-])c2)o1
-6.2 | COc1ccc(C2C(C(=O)Nc3ccc(C)cc3Br)c3cc(OC)c(OC)cc3C(=O)N2C)cc1OC (centres undefined)
-5.9 | Cc1ccc(NC(=O)c2cc(S(=O)(=O)NCc3ccccc3Cl)ccc2F)cc1F
-1.9 | Nc1nc2n(n1)C(c1ccco1)CC(c1ccc(Cl)cc1)N2 (centres undefined)
-4.1 | O=C1NC(=O)C2C1ON(c1ccccc1)C2c1ccccc1 (centres undefined)
-38.5 | O=C(c1cc(-c2ccc3c(c2)OCO3)nc2ccccc12)N1CCN(Cc2ccc3c(c2)OCO3)CC1
-8.9 | COC(=O)[C@H](C)NC(=O)NC1CCCc2ccccc21 (some centres undefined)
-1.1 | CCSc1c(C(=O)Nc2ccc(Br)cc2)ccc2c1C(=O)c1ccccc1C2=O
-3.6 | COc1ccc2oc(C)c(C(=O)OC(C)C)c2c1
-3.0 | CC(O)CNc1nc2c(c(=O)n(Cc3ccc(Cl)cc3)c(=O)n2C)n1C (centres undefined)
-0.6&-6.8 | COc1ccc(C(C)=O)cc1CSc1nnc(C)s1
-11.7 | COc1ccc(N(CC(=O)Nc2ccc(C)cn2)S(=O)(=O)c2c(C)noc2C)cc1
-11.6 | COc1ccc(CNC(=O)CN2C(=O)C3C4C=CC(CC4)C3C2=O)cc1 (centres undefined)
-60.9 | Cc1cc(C)c2c(c1)C1C=CCC1C(c1ccc(S(=O)(=O)N3CCOCC3)cc1)N2 (centres undefined)
-11.8 | O=C(Nc1cccc(N=Cc2cc(Cl)cc([N+](=O)[O-])c2O)c1)c1ccccc1
-1.6 | COC(=O)C1=C(C)NC2=C(C(=O)CC(C)(C)C2)C1c1cccc(OCc2ccccc2)c1 (centres undefined)
1.1 | COc1cc(S(=O)(=O)N2CCC(O)(c3cccc(C(F)(F)F)c3)CC2)ccc1-n1cnnn1
-8.3 | COc1ccc(-n2c3c(cc(C(=O)NCc4ccco4)c2=O)C(=O)CC(C)(C)C3)cc1
0.5 | Nc1nc2c(ncn2COCCOC(=O)c2ccccc2)c(=O)[nH]1
-145.8 | CCOC(=O)c1c(N=c2oc3cc(O)ccc3cc2C(=O)Nc2ccccc2)sc2c1CCCC2
-2.8 | CCC(=O)NCCCCNC(=O)CC
-20.0 | O=C(Cc1c(C(=O)O)[nH]c2ccc(Cl)cc12)Nc1nc2ccccc2s1
-10.3 | c1coc(-c2nnc3sc(C4CCCCC4)nn23)c1
-10.1 | O=C(CCC(=O)N1CCN(C2CCCC2)CC1)Nc1nnc(C(F)(F)F)s1
